MEKK3 PB1 HTS: modulators (inhibitors or enhancers) of MEK5 binding to human MEKK3 PB1 domain | bead-based flow cytometry, Alexa488-MEK5 binding to MEKK3; actives lie on both sides; 0 = blocked by unlabeled MEK5, 100 = vehicle | AID 1529 | 290,000 compounds, 1.4% hits | binding response (% of control), % at 10 µM | Q99759;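 active = binding response more than 3 SD above or below the average of its plate-row segment, actives on both sides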;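 also: Alexa488 bead fluorescence after subtracting the streptavidin-only scavenger bead signal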
CRFBP-R2 agonist: agonists of human CRF-binding protein/CRF-R2 receptor complex; HEK293 CRF-R2/CRF-BP, calcium dye fluorescence (FLIPR); percent of saturating CRF peptide response; activation, % at 13.2 µM; 350,000 compounds, 0.46% hits;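 active = activation of at least 50%, plus an integration ratio under a set limit after plate pattern correction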;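 also: plate controls were neutral control wells without compound for no effect and CRF at EC100 for full effect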
CRFBP-R2 block: blocks CRF-induced signaling of the CRF-BP/CRF-R2 complex | HEK293 CRF-R2/CRF-BP, CRF-induced calcium fluorescence | inhibition, % at 11.8 µM | 350,000 compounds, 0.59% hits;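 active = inhibition of the ligand-induced calcium signal above about 50% at the single tested concentration, limit read from the data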
p-CIP stab down: compounds decreasing mouse p/CIP protein stability. Q05BA5. F442A p/CIP-EGFP cells, EGFP fluorescence, 16 h. decrease of EGFP signal, % at 10 µM. 290,000 compounds, 0.01% hits. AID 1984;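 active = EGFP signal decrease of at least 30% at 10 µM or well 3 SD below plate mean, unless failing retest; inactive = the rest, including hits failing retest or dose response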; also: some compounds called inactive have numbers as strong as hits; many of its hits are not listed in these tables
GalR3 antagonist: blocks the human galanin receptor 3; AID 651719; HEK293 GalR3-CNG cAMP membrane potential fluorescence; galR3 body fused to GalR1 C-terminus; 360,000 compounds, 0.44% hits; inhibition, % at 3 µM;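 active = inhibition above the screen-wide average plus 3 SD, cut at about 13% in these data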;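 also: forskolin and galanin both at EC90 stimulate the cells; cAMP rise reported by CNG channel membrane potential dye signal; 0% = forskolin plus galanin with DMSO and 100% = forskolin alone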
Target sequence (O60755 1-299 limits assumed): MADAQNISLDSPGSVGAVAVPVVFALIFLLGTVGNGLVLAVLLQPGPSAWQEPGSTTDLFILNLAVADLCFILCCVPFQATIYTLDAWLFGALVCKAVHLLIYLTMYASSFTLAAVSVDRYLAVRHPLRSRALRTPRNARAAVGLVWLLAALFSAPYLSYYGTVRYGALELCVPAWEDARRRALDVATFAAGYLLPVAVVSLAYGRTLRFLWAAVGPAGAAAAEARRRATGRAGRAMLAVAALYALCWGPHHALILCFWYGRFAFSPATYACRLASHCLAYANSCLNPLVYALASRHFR
IDE cell activ: IDE (human) activation, cell-based; P14735; activation, % at 5.96 µM; 340,000 compounds, 0.073% hits; HEK cells, FAbeta-B cleavage, fluorescence polarization; 0% vehicle, 100% cell-free pure enzyme wells; AID 493087;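 active = activation above the mean of all tested compounds plus 3 SD, set per screening campaign, cut at about 17% in these data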
PHOSPHO1 block: blocks human PHOSPHO1 phosphatase activity; Q8TCT1; recombinant PHOSPHO1, absorbance phosphatase assay; inhibition, % at 13.3 µM; 290,000 compounds, 1.1% hits; AID 1565; in the data active = inhibition above about 60%
Target sequence (Q8TCT1 whole entry, looked up): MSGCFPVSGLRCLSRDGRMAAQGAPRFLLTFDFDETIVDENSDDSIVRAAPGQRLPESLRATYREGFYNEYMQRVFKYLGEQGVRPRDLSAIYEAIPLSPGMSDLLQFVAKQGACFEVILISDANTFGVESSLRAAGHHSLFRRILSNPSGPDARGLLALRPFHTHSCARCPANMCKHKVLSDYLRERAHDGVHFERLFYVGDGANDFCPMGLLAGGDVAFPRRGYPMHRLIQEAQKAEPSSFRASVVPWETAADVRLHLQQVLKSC
CHRM4 PAM: potentiates acetylcholine response at human M4 receptor; activation, % at 3 µM; 360,000 compounds, 0.4% hits; CHO-K1 hM4/Gqi5, Fluo-8 calcium fluorescence, ACh EC20; 0% = ACh EC20, 100% = maximal ACh; P08173;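 active = activation above its plate's cutoff, the mean activation of sample wells plus 3 SD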; also: some results filed as inactive read as strong as hits
Target sequence (P08173 whole entry, looked up): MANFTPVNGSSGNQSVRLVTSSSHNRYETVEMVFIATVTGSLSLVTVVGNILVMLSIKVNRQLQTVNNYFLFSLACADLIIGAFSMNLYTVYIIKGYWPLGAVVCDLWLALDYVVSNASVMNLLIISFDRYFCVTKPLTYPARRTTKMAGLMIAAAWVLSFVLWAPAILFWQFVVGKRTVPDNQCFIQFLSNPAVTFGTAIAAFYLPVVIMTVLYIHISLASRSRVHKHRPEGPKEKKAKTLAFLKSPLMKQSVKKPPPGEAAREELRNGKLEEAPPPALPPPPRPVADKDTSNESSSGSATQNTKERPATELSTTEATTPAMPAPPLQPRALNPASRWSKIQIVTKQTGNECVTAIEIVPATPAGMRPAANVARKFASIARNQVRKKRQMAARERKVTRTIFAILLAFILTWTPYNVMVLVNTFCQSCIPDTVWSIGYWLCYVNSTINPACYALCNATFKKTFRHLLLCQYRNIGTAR
IDE inh: cellular human IDE inhibition. P14735. HEK cells, FAbetaB cleavage, fluorescence polarization. AID 434962. 320,000 compounds, 0.41% hits. inhibition, % at 5.59 µM;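 active = percent inhibition above the average of all tested compounds plus 3 SD, set per screening campaign, cut at about 16% in these data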;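 also: IDE supplied by intact live HEK cells; FP after avidin binding of uncleaved biotin substrate so inhibition keeps polarization high; 0% = DMSO wells and 100% = 60 µM reference IDE inhibitor Ii1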
The depositor's hits bear a star; . = not tested or not shown. Compounds were not picked by outcome; overall some 4.2% were active at least once.

SMILES	MEKK3 PB1 HTS	CRFBP-R2 agonist	CRFBP-R2 block	p-CIP stab down	GalR3 antagonist	IDE cell activ	PHOSPHO1 block	CHRM4 PAM	IDE inh
CCCCCC(O)(CCN1CCCCC1)c1ccccc1 (stereo unspecified)	104	0.2	-9	0	-3	4	44	-18	2
CCCN(CC(=O)Nc1cc(Cl)ccc1Cl)C(=O)c1ccc2n[nH]nc2c1	.	-1.8	5	.	5	8	.	9	7
Fc1ccc(/C=C\c2nccc3c2[nH]c2ccccc23)cc1	112	-1.4	-11	7	-3	-3	-9	0	1
COc1ccc(OC)c(Nc2nc3ccc(C)cc3n3cnnc23)c1	100	-1.6	-2	-5	-8	-3	.	1	0
CS(=O)Cc1cc(Sc2ccccc2)nc(-c2cccnc2)n1 (stereo unspecified)	116	0.1	-5	11	-4	-7	8	2	4
Cn1c(N)c(C(=O)CSc2nc3ccccc3[nH]2)c(=O)n(C)c1=O	103	-0.6	1	-8	-6	-4	28	-8	3
CCOCCCn1c(SCC(=O)Nc2ccc3[nH]c(=O)[nH]c3c2)nc2ccccc2c1=O	.	-0.6	2	.	2	1	.	-3	-1
COc1ccc(OC)c(NC(=O)C23CCC(C)(C(=O)C2)C3(C)C)c1 (stereo unspecified)	101	0.2	43	-18	0	6	-42	1	-7
O=C(/C=C/Nc1ccc(F)cc1F)c1ccco1	84	-6.0	12	5	-3	6	-40	-2	-1
CN(c1ccccc1)S(=O)(=O)c1ccc(Cl)c(C(=O)NCc2ccco2)c1	.	-0.9	1	.	-4	3	.	-2	0
Cc1ccc(-c2nnc(SCC(=O)Nc3ccccc3N3CCOCC3)o2)cc1	103	-0.3	18	-8	-3	2	-65	-6	.
O=S(=O)(Nc1ccon1)c1ccc(Br)s1	102	-1.1	8	-14	0	2	18	3	-2
Nc1c2c3c(sc2nc(=O)n1N)CCCC3	102	-0.8	-4	-4	-8	-2	28	-1	8
COC(=O)[C@]1(Cc2ccccc2)N[C@H](CN(C)S(=O)(=O)c2ccc(-c3ccccc3)cc2)[C@@H]2C(=O)N(C)C(=O)[C@@H]21	.	6.9	1	.	-7	-3	.	3	-1
COc1ccc(-n2nnnc2SCC(=O)NCc2ccco2)cc1OC	106	-0.5	11	-12	1	4	25	3	-7
O=C(CNS(=O)(=O)c1ccc2ccccc2c1)NCCc1ccccn1	.	-1.7	4	-1	0	1	28	6	3
COc1ccc(Cc2c(O)nc(SCC(=O)NC(C)(C)C)[nH]c2=O)cc1	98	-0.5	-3	-4	-4	5	32	-1	1
CO/N=C(/CNC(=O)c1ccccc1Cl)c1ccc(Cl)cc1	.	-0.8	0	-15	-6	-4	8	7	3
COc1ccc2nc(N3CCCC(C(=O)NCCCN4CCN(C)CC4)C3)sc2c1 (stereo unspecified)	113	-1.4	12	-2	2	3	13	-5	-2
CCCn1c(SCC(=O)Nc2cccc(C)n2)nc2c1c(=O)n(C)c(=O)n2C	81	-12	0	-12	1	-1	-2	4	2
COc1cccc(C(=O)NN2C(=S)N(c3ccccc3)C(=O)C2CC(N)=O)c1 (stereo unspecified)	98	-1.9	-7	-4	-4	8	23	-3	-2
COc1ncnc2c1ncn2CCCNCC(c1ccccc1)c1ccccc1	.	-0.2	7	.	-1	.	.	-1	.
CCC(=O)N1N=C(c2ccccc2)CC1c1ccc([N+](=O)[O-])cc1 (stereo unspecified)	88	1.6	-20	-13	-6	0	-14	-3	2
COC(=O)c1ccccc1NS(=O)(=O)c1ccc(F)cc1	89	0.9	-8	-58	-7	-3	23	-6	7
CC1CC(C)CN(C(=O)CSc2nnc3ccccn23)C1 (stereo unspecified)	.	2.1	-4	.	-2	2	.	7	4
Cc1cccc(NC(=O)c2ccc(S(=O)(=O)N(C)CC3CCCO3)cc2)c1C (stereo unspecified)	102	0.6	-4	-21	2	5	20	0	2
Brc1ccc(-c2noc3c2-c2nc(-c4ccccc4)sc2CC3)cc1	99	2.5	-4	.	-1	0	.	1	7
O=C(/C=C/c1ccccc1)N1CCN(c2c(Cl)cccc2[N+](=O)[O-])CC1	99	-1.8	-1	-1	-5	-2	-5	10	6
COc1ccc(N2C(=O)C(O)C2c2ccc(C)cc2)cc1 (stereo unspecified)	111	-0.1	10	-8	-1	4	-3	2	-2
CC1Sc2ccc(C(=O)Nc3cc(S(C)(=O)=O)ccc3Cl)cc2NC1=O (stereo unspecified)	.	-0.6	-3	.	-8	0	.	0	0
c1csc(Cn2c(-c3cccs3)nc3ccccc32)c1	99	1.0	17	6	-7	2	-16	-15	-4
O=C(NCC1CCCO1)c1cccc(Oc2ccccc2)c1 (stereo unspecified)	100	-0.6	30	-8	-2	0	23	2	3
Nc1c(C(=O)c2ccccc2)sc2nsc(SCCN3CCCC3)c12	98	102*	-80	-38	-6	-24	6	-17	6
CCOC(=O)Cc1csc(NC(=O)c2cc(=O)c3ccccc3o2)n1	100	1.1	3	-6	92*	-1	29	0	-1
COc1ccccc1CN(C)CC(=O)Nc1ccc(Cl)cc1C(F)(F)F	95	0.4	-8	-9	-5	8	-4	-4	6
CCCCCCCC(=O)N/N=C(\C)c1cccnc1	107	-0.4	-15	-3	0	2	-6	4	3
O=C(NCCCN1CCCC1=O)c1c(O)nc2ccccn2c1=O	97	-1.9	11	-2	-9	4	3	-5	1
CCc1ccc(C2NC(=O)c3ccccc3O2)cc1 (stereo unspecified)	106	-1.4	-22	-6	-8	4	35	1	0
CCCCn1c(-c2nonc2NC(=O)c2ccccc2Cl)nc2ccccc21	.	4.9	28	.	19*	5	.	1	.
COc1cc2c(cc1OC)C(C)=NCC2	65	6.0	9	10	-6	4	16	-1	2
CN1CCC(OC(=O)COc2ccc(Br)cc2)CC1	96	-0.7	-3	-3	-2	10	-4	-9	1
CC1CCN(CC(O)COC2CC(C)CCC2C(C)C)CC1 (stereo unspecified)	99	1.2	-5	-4	-9	-1	30	-7	5
Cn1c(-c2cc3c(C(F)(F)F)nn(C)c3s2)n[nH]c1=S	111	-1.0	19	-1	-2	-2	-5	-6	-1
CCOC(=O)C1(C)/C(=N/Nc2ccc(Cl)cc2)C(=O)C(=O)N1c1ccccc1 (stereo unspecified)	104	-1.4	2	-16	0	-1	103*	11	1
COc1cccc(C2c3c(-c4ccccc4)n[nH]c3C(=O)N2c2ccc(C(=O)O)cc2)c1 (stereo unspecified)	102	-0.8	14	-12	-1	-2	20	-3	5
O=C(CSc1nc2ccccc2c(=O)[nH]1)N1CCOCC1	100	1.3	27	3	1	-2	-23	-4	-4
CSc1ccc(CCNC(=O)c2cccc3c2C(=O)N(C2CCCCC2)C3)cc1	105	0.6	38	0	.	5	-1	-11	2
Cc1ccc(-c2nnc(SCC(=O)OC(C)C)n2N)cc1	103	1.0	-2	0	-4	0	37	13	3
CC(=O)Nc1ccc(/C=C2\Sc3ccccc3C2=O)cc1	100	1.1	-20	0	0	-4	33	23	2
O=C(Cn1nc(Cc2ccncc2)c2ccccc2c1=O)Nc1cccnc1Cl	55	0.2	12	-3	-4	3	48	18	4
CCC1CCCCN1S(=O)(=O)c1ccc(-n2cnnn2)c(C)c1 (stereo unspecified)	104	-0.8	-1	6	-9	5	27	-4	1
Cc1cc(NC(=O)COC(=O)c2cccc(S(=O)(=O)N3CCOCC3)c2)no1	99	-1.6	5	2	5	0	21	4	-3
Cc1cc(N2CCN(S(=O)(=O)c3ccc(Cl)c(Cl)c3)CC2)c2ccccc2n1	104	0.8	-2	-19	-10	2	21	-21	1
Cc1ccc(S(=O)(=O)CCC(=O)OCC(=O)N2CC(=O)Nc3ccccc32)cc1	99	-2.4	-1	-18	-1	-7	29	16	-1
S=C(NCC(c1ccco1)N1CCCC1)Nc1ccccc1 (stereo unspecified)	93	-0.3	-3	-5	-3	2	4	-2	3
O=C(NCCc1ccco1)C(=O)NCCC1CCCCN1S(=O)(=O)c1ccccc1 (stereo unspecified)	.	-0.5	8	.	-2	5	.	7	-6
O=C(COC(=O)c1cnccn1)NCc1ccccc1	88	0.9	1	-4	-2	-1	6	6	4
O=C(Nc1cc(C(F)(F)F)ccc1Cl)C(NCc1ccccc1)c1ccccc1 (stereo unspecified)	101	9.6	7	13	-4	1	-4	-16	4
Cc1c(NC(=S)N/N=C\c2ccccc2O)c(=O)n(-c2ccccc2)n1C	102	-0.1	-3	5	2	2	11	1	2
Cc1nnc(NC(=O)C(C)Oc2ccc3c(C)cc(=O)oc3c2)s1 (stereo unspecified)	107	-0.8	9	-1	7	2	7	3	-3

More entries follow.
SMILES	MEKK3 PB1 HTS	CRFBP-R2 agonist	CRFBP-R2 block	p-CIP stab down	GalR3 antagonist	IDE cell activ	PHOSPHO1 block	CHRM4 PAM	IDE inh
O=C(/C=C/c1cccc([N+](=O)[O-])c1)NC(=S)Nc1ccc(CN2CCOCC2)cc1	131	-1.4	-15	-4	-3	-1	-22	-2	2
CN(C)CCOc1ccccc1C(C)(C)C	106	-1.0	-10	1	-5	-6	8	-15	-1
C=CCC1c2cccc(C(=O)O)c2C(=O)N1c1ccc(Cl)cc1 (stereo unspecified)	101	-2.9	32	-10	-3	0	6	-3	-4
COC(=O)c1ccc(CNC(=O)C2CCC(=O)N(Cc3cccc(F)c3)C2)cc1 (stereo unspecified)	100	0.9	-10	-2	-1	3	42	3	-4
CC(=O)N1CCN(C(=O)c2ccco2)CC1	101	-0.6	-1	2	-8	5	49	5	-3
O=C(Cc1ccc(Cl)cc1)Nc1ccc(-c2nnc(-c3ccco3)o2)cc1	117	-1.0	-10	-11	-2	2	6	-5	4
Cc1cccc(CCNS(=O)(=O)c2ccc3c(c2)NC(=O)C(C)S3)c1 (stereo unspecified)	98	0.1	-20	-2	-7	4	14	6	2
C=CCc1ccccc1OCC(=O)OCCNC(=O)c1cccnc1	101	2.6	-20	-4	-6	-2	71*	4	5
O=C(c1cccs1)N(Cc1ccc(Cl)cc1)C1CCS(=O)(=O)C1 (stereo unspecified)	107	-0.8	-4	-3	1	2	-4	4	4
O=C(CNC(=O)c1ccccc1)OCC(=O)N1N=C(c2ccc(Cl)cc2)CC1c1ccco1 (stereo unspecified)	92	-2.1	13	-6	-3	1	38	8	-3
CCOC(=O)CSC1=NC(=O)/C(=C/c2ccc(Br)cc2)S1	100	-2.6	6	-5	-5	-3	-18	-3	8
Cc1cc(S(=O)(=O)N(Cc2ccc(C(C)(C)C)cc2)Cc2cccs2)ccc1-n1cnnn1	99	15	-23	13	-4	2	-4	0	2
CCN1CCN(C(=S)c2ccc(Br)cc2)CC1	106	-0.3	3	1	-7	-1	-9	-8	-3

One compound at a time (already shown).
Record of `C=CCC1c2cccc(C(=O)O)c2C(=O)N1c1ccc(Cl)cc1` (stereo unspecified) → MEKK3 PB1 HTS: 101; CRFBP-R2 agonist: -2.9; CRFBP-R2 block: 32; p-CIP stab down: -10; GalR3 antagonist: -3; IDE cell activ: 0; PHOSPHO1 block: 6; CHRM4 PAM: -3; IDE inh: -4
Record of `CCN1CCN(C(=S)c2ccc(Br)cc2)CC1` → MEKK3 PB1 HTS: 106; CRFBP-R2 agonist: -0.3; CRFBP-R2 block: 3; p-CIP stab down: 1; GalR3 antagonist: -7; IDE cell activ: -1; PHOSPHO1 block: -9; CHRM4 PAM: -8; IDE inh: -3
Record of `O=C(CNC(=O)c1ccccc1)OCC(=O)N1N=C(c2ccc(Cl)cc2)CC1c1ccco1` (stereo unspecified) → MEKK3 PB1 HTS: 92; CRFBP-R2 agonist: -2.1; CRFBP-R2 block: 13; p-CIP stab down: -6; GalR3 antagonist: -3; IDE cell activ: 1; PHOSPHO1 block: 38; CHRM4 PAM: 8; IDE inh: -3
